D2 potentiator: positive allosteric modulators of human D2 dopamine receptor; HEK293 T-REx D2, calcium flux, EC20 dopamine potentiation; potentiation, % at 10 µM; 340,000 compounds, 0.34% hits; AID 485347;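 active = potentiation over 3 SD above the plate norm, cut at about 30% in these data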; note: 0% is about no effect
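Tetracycline-induced HEK293 T-REx cells force-coupled to calcium signalling expressed D2; compounds were pin-added after a 10 s baseline, read kinetically 180 s, then an EC20 dopamine challenge followed with a further 180 s calcium read.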
TRHR PAM: allosteric enhancers of human TRH receptor; P34981; TRHR cells, fluo-8 calcium fluorescence, EC20 TRH enhancement; enhancement, % at 2 µM; 360,000 compounds, 0.66% hits; in the data active = enhancement above about 30%; note: 0% is about no effect
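Enhancer read-out: after compound pinning and an initial kinetic agonist-mode read, an EC20 of TRH (10 nM final) was injected and fluo-8 calcium signal (Ex 480/Em 530) followed at 1 s/cycle for 100 cycles in TRHR-expressing cells.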
D1 PAM: human D1 dopamine receptor positive modulation; potentiation, % at 10 µM; HEK293 TREx D1 cells, calcium flux, dopamine EC20 potentiation; 360,000 compounds, 0.036% hits; P21728; in the data active = potentiation above about 30%; note: 0% is about no effect
D1 antagonist: antagonists of human D1 dopamine receptor; P21728; activity change, negative = inhibition, % at 10 µM; HEK293 TREx D1 cells, calcium flux, dopamine EC80; stronger effect = lower value; 360,000 compounds, 3.2% hits; in the data active = activity change below about -30%; note: % is set by controls: 0 for no effect and ±100 for the full control effect
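Kinetic fluorescence of a calcium dye serves as the read-out. D1-expressing Hek293 Trex cells, induced overnight at 30 C, are exposed to compound for 180 s before an EC80 dopamine addition, then read 180 s further.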
D1 ag: agonists of human D1 dopamine receptor. activation, % at 2 µM. P21728. HEK293 T-REx D1 cells, calcium flux, agonist mode. 360,000 compounds, 1% hits. AID 504660; note: 0% is about no effect
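Inducible HEK293 T-REx D1 cells, force-coupled to calcium signalling, were plated at 4000 cells/well with tetracycline and held overnight at 30 C. After no-wash calcium dye loading, compound-evoked calcium rise over 180 s flagged agonists.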
D2 antagonist: antagonists of human D2 dopamine receptor; HEK293 TREx D2 cells, calcium flux, dopamine EC80; inhibition, % at 10 µM; AID 485344; 340,000 compounds, 2% hits; in the data active = inhibition above about 30%; note: 0% is about no effect
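Tetracycline-induced HEK293 T-REx cells expressing D2 force-coupled to calcium signalling were dye-loaded, exposed to compound for 180 s, then challenged with an EC80 of dopamine; calcium flux was followed kinetically for a further 180 s.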
RXFP1 antag: blocks the human relaxin receptor RXFP1 | HEK293-RXFP1, relaxin-stimulated cAMP HTRF, 30 min; stronger effect = lower value | activity change, negative = inhibition, % at 57.5 µM | 350,000 compounds, 0.59% hits | AID 1259400;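 active = activity change of -60% or lower, but not beyond a set lower limit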; note: % is set by controls: 0 for no effect and ±100 for the full control effect
Target sequence (Q9HBX9 whole entry, looked up): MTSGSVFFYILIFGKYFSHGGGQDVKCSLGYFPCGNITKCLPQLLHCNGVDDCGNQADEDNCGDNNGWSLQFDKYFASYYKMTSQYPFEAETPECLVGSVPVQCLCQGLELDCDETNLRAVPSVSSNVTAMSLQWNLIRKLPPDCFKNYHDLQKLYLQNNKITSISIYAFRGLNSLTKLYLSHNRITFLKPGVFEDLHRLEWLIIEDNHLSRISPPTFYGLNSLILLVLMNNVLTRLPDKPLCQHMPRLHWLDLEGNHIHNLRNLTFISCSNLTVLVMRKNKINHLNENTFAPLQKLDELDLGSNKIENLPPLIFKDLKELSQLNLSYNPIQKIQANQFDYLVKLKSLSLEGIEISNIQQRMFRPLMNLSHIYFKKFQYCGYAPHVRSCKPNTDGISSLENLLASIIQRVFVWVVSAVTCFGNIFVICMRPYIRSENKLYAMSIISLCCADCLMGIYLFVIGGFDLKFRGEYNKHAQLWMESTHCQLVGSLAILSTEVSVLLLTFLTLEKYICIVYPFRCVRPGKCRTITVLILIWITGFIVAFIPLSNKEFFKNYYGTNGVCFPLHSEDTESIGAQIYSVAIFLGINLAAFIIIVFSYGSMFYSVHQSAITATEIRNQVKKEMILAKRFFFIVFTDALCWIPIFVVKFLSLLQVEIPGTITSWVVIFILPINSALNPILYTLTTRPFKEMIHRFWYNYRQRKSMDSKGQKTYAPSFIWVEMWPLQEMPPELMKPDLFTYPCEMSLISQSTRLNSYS
D2 agonist: D2 dopamine receptor (human) agonism; activation, % at 2 µM; 340,000 compounds, 0.53% hits; HEK293 T-REx D2 cells, calcium flux agonist mode; P14416;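 active = activation over 3 SD above normal in the single-dose calcium agonist read, cut at about 30% in these data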; note: 0% is about no effect
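Tetracycline-induced HEK293 T-REx cells with force-coupled D2 receptor, plated overnight at 30 C, loaded with no-wash calcium dye. After a 10 s baseline, compound was pin-added and calcium flux read kinetically for 180 s; calcium rises flagged agonists.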
TRHR ag: TRH receptor (human) agonism. P34981. TRHR cells, calcium flux fluo-8, FDSS agonist mode. 360,000 compounds, 0.18% hits. activation, % at 2 µM. AID 493084; note: 0% is about no effect
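In this calcium-flux screen, cells bearing human TRHR are dye-loaded with fluo-8, baselined for 10 cycles, then exposed to library compounds; positive kinetic calcium responses during the agonist phase mark hits, with TRH as control.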
* hit, by the source's call; / = not tested or not shown. Cut-off read from the data, not from the text of the source, unless noted: active = activation above about 30%; inactive = the rest.

SMILES	D2 potentiator	TRHR PAM	D1 PAM	D1 antagonist	D1 ag	D2 antagonist	RXFP1 antag	D2 agonist	TRHR ag
CCOc1c(Br)cc(C2NC(=O)CCC2[N+](=O)[O-])cc1OC (configuration not stated)	3	-6	0	10	4	21	5	-0.5	0.6
Cc1ccc2[nH]c(=O)c3cc(C(=O)N(C)c4ccccc4C)sc3c2c1	-4	0	-1	18	0	-2	0	-0.5	-0.6
OCC[n+]1ccc(/C=C/c2c[nH]c3ccccc23)cc1	1	3	-3	-16	14	-20	-12	6.1	6.4
O=c1c2nnn(-c3cccc(F)c3)c2ncn1Cc1ccccn1	-19	3	13	-5	19	34*	6	-0.1	-0.2
CC(=O)N1CC23C=CC(CC2CC12CCCCCC2)O3 (configuration not stated)	7	11	-4	-9	1	10	1	-0.9	-0.9
CN(C)/C=N/c1c(C#N)cnn1-c1nc2ccccc2s1	14	-1	-4	1	1	-20	-7	-0.3	-2.3
COc1ccc(C(=O)NCc2cc(C)nc3ccccc23)cc1	14	1	3	-4	20	11	-7	-1.9	0.3
CC(C)/C=C/CN1CCC(Oc2ccc(C(=O)N3CCCC3)cc2)CC1	/	9	-2	2	3	/	/	/	0.1
O=C(NCc1ccc(Cl)s1)C1CCC(=O)N(CCc2cccc(F)c2)C1 (configuration not stated)	5	3	0	9	2	13	-14	0.3	-0.7
COC(=O)Cc1cc(=O)[nH]c(/N=C(\N)Nc2ccccc2)n1	-5	1	0	-9	2	1	-8	0.7	0.4
COc1ccc(C(=O)Nc2nc3c(s2)Cc2c(Br)ccc(OC)c2-3)cc1OC	16	-7	-4	12	2	/	-10	-0.3	0.7
CCCCN=C1NC(=O)C(CC(=O)Nc2ccc(Cl)cc2)S1 (configuration not stated)	-16	-3	-1	-5	1	-8	-11	-0.7	-0.5
COCCNC(=O)CCCn1c(SCc2ccccc2Cl)nc2c(sc3ccccc32)c1=O	-7	6	1	-6	23	/	-15	0.0	-0.5
O=C(O)CCCC(=O)Nc1ccc(N2CCCC2)cc1	1	5	3	-1	0	-3	-5	-0.1	0.3
Cc1ccccc1C(C(=O)NC1CCCCC1)N(C(=O)c1ccccn1)c1cccnc1 (configuration not stated)	-15	-6	6	4	2	1	11	-2.0	-3.5
N#C/C(=C(/O)c1ccc2c(c1)OCO2)c1nc2cc(C(F)(F)F)ccc2s1	-13	-6	-3	-41*	15	-9	-1	3.9	-0.6
O=c1c2ccc(Cl)cc2[nH]c(=S)n1CCC1=CCCCC1	-4	-6	3	-14	1	-4	-12	1.6	0.7
O=C(NCc1ccc(F)cc1)c1cc2c(s1)CS(=O)(=O)C2	6	4	-1	-1	2	5	-15	0.4	0.2
CC1(C)CC(=O)C(C=NCC(O)c2ccccc2)=C(O)C1 (configuration not stated)	0	2	17	-8	3	-12	-10	0.0	0.6
c1ccc(-c2nc3cc4ccccc4cc3[nH]2)nc1	-7	0	-4	-4	0	-5	-25	1.5	-1.0
COc1cccc(N=Nc2c(=O)[nH]n3c(=O)cc(C)[nH]c23)c1	/	-5	0	-14	-1	/	-30	/	-0.3
COc1ccc(OC)c(NC(=O)Nc2ccc(Cl)cc2)c1	-25	-5	-9	-43*	0	46*	17	-2.3	0.3
CCOCCOC(=O)C1=C(C)Nc2ccc(C)cc2S1	-17	1	4	2	4	4	-3	-0.2	0.4
CC(C)(C)OC(=O)N[C@@H](COCc1ccccc1)C(=O)N[C@@H](CO)[C@H](O)[C@@H]1C[C@@H]1C(=O)N1CCCC1	-15	3	-4	3	3	-9	/	-4.2	0.3
CC(C)CNc1nc(Oc2ccc(=O)[nH]n2)nc(N(C)C)n1	-11	5	-1	/	-3	0	2	-0.1	0.6
(further entries)
SMILES	D2 potentiator	TRHR PAM	D1 PAM	D1 antagonist	D1 ag	D2 antagonist	RXFP1 antag	D2 agonist	TRHR ag
O=C(NCc1ccccn1)C(=O)Nc1ccccc1	16	-6	1	-3	0	-1	1	0.0	0.3
O=C(CN(Cc1ccc(Br)cc1)S(=O)(=O)c1ccccc1)NCc1ccccn1	3	-12	-7	-3	1	-6	-1	-0.5	0.5
CCOCCCn1c(NN)nc2ccccc2c1=O	-8	-2	-5	6	1	-1	3	0.1	0.6
COc1ccccc1C(=O)OCCN1CCOCC1	-3	-13	-2	-7	-1	1	5	-0.2	0.2
O=C(O)c1cc(-c2ccccc2Cl)n[nH]1	-13	6	0	2	1	-15	-4	0.4	1.3
Cc1cc(Cl)ccc1OCC(=O)N(Cc1sccc1C)C1CCS(=O)(=O)C1 (configuration not stated)	9	5	3	-1	2	/	10	6.3	0.7
CN(C(=O)COC(=O)CSc1cc(Cl)ccc1Cl)c1c(N)n(Cc2ccccc2)c(=O)[nH]c1=O	/	-3	-1	1	11	/	-1	/	1.6
CCOC(=O)c1cc[nH]c1CC(=O)NC	-13	-1	4	5	5	-4	3	-3.0	0.8
Cc1ccc2nc(-c3ccncc3)c(NC3CCCC3)n2c1	9	-3	-2	-6	1	4	-1	1.0	-0.8
CCOc1ccc(-c2cccc(NC(=O)COc3ccccc3)c2)nn1	/	-4	-7	3	4	/	10	/	-0.4
O=C(COc1ccc(Cl)cc1Cl)N/N=C/C1CC=CCC1 (configuration not stated)	-12	2	-10	-25	4	7	8	-0.9	-0.7
CCC(C)NC(=O)c1ccccc1NC(=O)C1CCN(S(=O)(=O)Cc2ccccc2)CC1 (configuration not stated)	2	0	-1	6	0	/	-12	2.9	0.2
COc1ccccc1N1CCN(C2C(=O)c3ccccc3N2C(C)=O)CC1 (configuration not stated)	-1	-3	-5	-1	4	/	-19	-0.5	0.4
CCc1ccc(CNC(=O)c2ccc3nc(SCc4ccc(F)cc4)n(C)c3c2)cc1	7	7	0	3	40*	/	-14	-0.5	-0.5
CN(C)/C=N/NC(=O)c1ccccc1	9	5	2	7	3	-15	2	-0.7	0.2
O=C(Nc1ccc(N2CCOCC2)cc1)c1cccc2c(Br)cccc12	-3	-2	-2	-4	2	23	0	0.1	-0.7
COCCn1c(SCc2nc3sc(C(=O)OC)c(C)c3c(=O)[nH]2)nc2ccccc21	-5	-2	-8	-5	6	31*	5	0.7	2.5
CCOC(=O)N1CCN(C(=O)CC(=O)Nc2ccc3nc4n(c(=O)c3c2)CCCCC4)CC1	0	6	13	29	2	-32	6	0.1	0.0
S=c1nc(C23CC4CC(CC(C4)C2)C3)[nH][nH]1	-2	-4	6	5	2	-4	5	1.2	0.5
O=C(NC1CCCCC1)C(Cc1ccccc1)NS(=O)(=O)c1cccs1 (configuration not stated)	-5	-5	0	-1	1	-6	1	-1.9	-0.4
CCN(CC)C(=O)Cn1cc(/C=C(\C#N)C(=O)N2CCN(c3ccccc3)CC2)c2ccccc21	0	-8	-2	-5	1	28	6	0.0	-0.4
Cc1cc(NC(=O)COC(=O)c2ccc(S(=O)(=O)N3CCCc4ccccc43)cc2)no1	9	-8	-9	2	7	-11	4	0.0	1.5
COc1cc(NC(=O)c2ccc(C)cc2C)ccc1NC(=O)c1cc2ccccc2o1	0	-12	0	-2	5	-3	4	-0.2	1.0
CCCCN(C(=O)c1c(CC)noc1C)c1c(N)n(CCCC)c(=O)[nH]c1=O	-4	-7	2	1	0	2	3	0.5	0.4
O=C(OCc1ccco1)c1ccc2c(c1)N(Cc1cccc(F)c1)C(=O)c1ccccc1S2	2	-3	-1	5	7	/	/	0.3	0.9

3 of the compounds above, field by field:
CCOC(=O)N1CCN(C(=O)CC(=O)Nc2ccc3nc4n(c(=O)c3c2)CCCCC4)CC1
  D2 potentiator: 0
  TRHR PAM: 6
  D1 PAM: 13
  D1 antagonist: 29
  D1 ag: 2
  D2 antagonist: -32
  RXFP1 antag: 6
  D2 agonist: 0.1
  TRHR ag: 0.0

S=c1nc(C23CC4CC(CC(C4)C2)C3)[nH][nH]1
  D2 potentiator: -2
  TRHR PAM: -4
  D1 PAM: 6
  D1 antagonist: 5
  D1 ag: 2
  D2 antagonist: -4
  RXFP1 antag: 5
  D2 agonist: 1.2
  TRHR ag: 0.5

O=C(NC1CCCCC1)C(Cc1ccccc1)NS(=O)(=O)c1cccs1 (configuration not stated)
  D2 potentiator: -5
  TRHR PAM: -5
  D1 PAM: 0
  D1 antagonist: -1
  D1 ag: 1
  D2 antagonist: -6
  RXFP1 antag: 1
  D2 agonist: -1.9
  TRHR ag: -0.4

Next part
SMILES	D2 potentiator	TRHR PAM	D1 PAM	D1 antagonist	D1 ag	D2 antagonist	RXFP1 antag	D2 agonist	TRHR ag
CC(=O)C(C)Sc1nnc(-c2ccccc2F)n1C1CC1 (configuration not stated)	2	-4	/	-11	1	-2	-7	7.6	1.2
CCN(CC)c1ccc(/C=C2/C(=O)c3ccc(C(=O)O)cc3C2=O)cc1	-2	41*	0	-6	261*	28	-14	84*	188*
COc1ccc(Cl)cc1-c1nc(SCC(=O)NC2CCS(=O)(=O)C2)n[nH]1 (configuration not stated)	4	8	1	5	1	5	13	0.6	0.4
COc1ccc(CCNC(=O)C2CCN(S(=O)(=O)c3ccc(SC)cc3)CC2)cc1	9	-1	-2	1	3	18	-6	0.2	0.2
CNC(=O)C(=O)NCC1OCCCN1S(=O)(=O)c1cccs1 (configuration not stated)	1	8	-3	26	4	7	-3	0.4	-0.2
COc1ccc(CNC(=O)Cn2ncc3c4ccccc4n(Cc4cccc(Cl)c4)c3c2=O)cc1	-4	2	-2	-7	14	/	-1	0.0	3.5
COc1ccc2nc(SCC(=O)Nc3ccccc3C)[nH]c2c1	-7	-10	-1	-10	0	6	2	0.2	-0.2
c1ccc2c(c1)OCC(c1nnc3n1-c1ccccc1SC3)O2 (configuration not stated)	1	6	2	7	0	-11	-7	-0.1	-0.2
O=C(NCCCN1CCOCC1)c1ccc(Br)cc1	-1	-7	-4	29	2	-9	-10	0.0	0.1
CCN(CC)c1ccc2cc(-c3nnc(Nc4ccc(C)cc4)s3)c(=O)oc2c1	-65	-17	-1	-60*	421*	/	-2	/	159*
CCCNCCC(c1ccco1)c1ccccc1OC (configuration not stated)	6	-7	0	-17	1	15	-3	1.2	-0.6
CC(C)(C)c1ccc(C(=O)Oc2ccc3c(c2)OCC3=O)cc1	6	-1	4	0	5	21	-9	-0.9	0.2
COc1ccc(NC(=O)c2cccc(NS(=O)(=O)c3ccccc3)c2)cc1	13	1	-9	-22	3	-6	5	-0.5	-0.8
Cc1ccc(N2CC(C(=O)N3CCC(C(=O)Nc4nncs4)CC3)CC2=O)cc1 (configuration not stated)	/	1	-2	-2	1	/	6	/	0.0
O=[N+]([O-])c1ccc(/C=C/C2=NN(c3ccccc3)C(c3ccco3)C2)cc1 (configuration not stated)	11	-3	-1	-68*	213*	26	-12	51*	-0.3
CCOC(=O)C1CCN(C(=S)Nc2ccc(Cl)cc2C)CC1	-2	1	2	6	5	-9	-10	-0.4	0.1

Compound profiles (already shown).
`O=C(NCc1ccc(F)cc1)c1cc2c(s1)CS(=O)(=O)C2` across the screens: D2 potentiator = 6; TRHR PAM = 4; D1 PAM = -1; D1 antagonist = -1; D1 ag = 2; D2 antagonist = 5; RXFP1 antag = -15; D2 agonist = 0.4; TRHR ag = 0.2
`COc1cccc(N=Nc2c(=O)[nH]n3c(=O)cc(C)[nH]c23)c1` across the screens: D2 potentiator = /; TRHR PAM = -5; D1 PAM = 0; D1 antagonist = -14; D1 ag = -1; D2 antagonist = /; RXFP1 antag = -30; D2 agonist = /; TRHR ag = -0.3

Source: PubChem BioAssay (National Center for Advancing Translational Sciences (NCATS))

Compounds were not picked by outcome (roughly 7.3% active in at least one column).
